High-throughput results from PubChem BioAssay.
CRFBP-R2 agonist = CRF-BP/CRF-R2 complex agonism | AID 588473 | HEK293 CRF-R2/CRF-BP, calcium dye fluorescence (FLIPR); percent of saturating CRF peptide response | activation, % at 13.2 µM | 0.46% of 350,000 active;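 active means activation of at least 50%, plus an integration ratio under a set limit after plate pattern correction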;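 further: plate controls were neutral control wells without compound for no effect and CRF at EC100 for full effect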
CHRM1 PAM = potentiates human M1 receptor response to acetylcholine; P11229; CHO-K1 hM1, Fluo-8 calcium fluorescence, ACh EC20; 0% = ACh EC20, 100% = maximal ACh; activation, % at 3 µM; 0.088% of 360,000 active; AID 588819; in the data active means activation above about 19%, passing the limit was not always enough
Target sequence (P11229 whole entry, looked up): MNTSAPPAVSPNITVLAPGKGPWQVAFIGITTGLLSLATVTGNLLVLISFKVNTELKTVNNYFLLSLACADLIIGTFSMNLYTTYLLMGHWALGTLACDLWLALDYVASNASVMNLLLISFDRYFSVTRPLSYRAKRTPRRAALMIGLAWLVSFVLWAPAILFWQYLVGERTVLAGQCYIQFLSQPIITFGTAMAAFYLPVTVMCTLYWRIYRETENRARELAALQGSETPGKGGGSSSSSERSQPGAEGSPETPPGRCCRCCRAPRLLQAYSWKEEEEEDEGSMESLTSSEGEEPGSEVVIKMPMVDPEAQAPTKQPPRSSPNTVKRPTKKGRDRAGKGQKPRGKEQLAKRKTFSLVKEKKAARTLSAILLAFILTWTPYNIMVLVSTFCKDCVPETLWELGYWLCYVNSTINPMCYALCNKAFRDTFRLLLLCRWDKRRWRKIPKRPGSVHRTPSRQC
CHRM5 agonist = agonists of human muscarinic M5 receptor (CHRM5); P08912; CHO-K1 hM5 cells, Fluo-8 calcium fluorescence; 0% DMSO wells, 100% maximal acetylcholine response; activation, % at 3 µM; 0.19% of 360,000 active; AID 624037;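 active means activation above the run's mean over test compounds plus 3 SD, cut at about 23% in these data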;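 further: signal is peak over basal fluorescence ratio across the kinetic read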
Target sequence (P08912 whole entry, looked up): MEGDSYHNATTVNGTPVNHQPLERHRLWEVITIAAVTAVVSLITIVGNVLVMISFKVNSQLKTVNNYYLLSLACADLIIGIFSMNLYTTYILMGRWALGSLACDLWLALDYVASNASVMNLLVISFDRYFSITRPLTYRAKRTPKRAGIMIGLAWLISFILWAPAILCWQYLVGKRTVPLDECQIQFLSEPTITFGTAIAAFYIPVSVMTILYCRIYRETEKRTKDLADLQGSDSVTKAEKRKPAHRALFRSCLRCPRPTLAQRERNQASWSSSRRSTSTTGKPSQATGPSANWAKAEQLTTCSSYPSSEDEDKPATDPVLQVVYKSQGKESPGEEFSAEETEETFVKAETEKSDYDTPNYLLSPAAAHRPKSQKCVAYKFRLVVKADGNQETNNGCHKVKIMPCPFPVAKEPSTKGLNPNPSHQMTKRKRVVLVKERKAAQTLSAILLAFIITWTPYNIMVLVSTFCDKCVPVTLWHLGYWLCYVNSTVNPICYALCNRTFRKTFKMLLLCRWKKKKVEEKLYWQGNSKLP
CHRM4 antagonist = antagonists of human muscarinic M4 receptor (CHRM4). P08173. CHO-hM4 cells, ACh EC80, Fluo-8 calcium fluorescence. inhibition, % at 3 µM. 0.73% of 360,000 active. AID 624125;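 active means inhibition above its plate's cutoff, the mean inhibition of sample wells plus 3 SD, cut at about 27% in these data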;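 further: 0% = acetylcholine EC80 with DMSO and 100% = DMSO without agonist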
CHRM5 PAM = CHRM5 positive allosteric modulation | P08912 | CHO-K1 hM5, Fluo-8 calcium, ACh EC20 PAM; 0% = ACh EC20, 100% = ACh EC100 | activation, % at 3 µM | 0.3% of 360,000 active | AID 624038;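 active means activation above the run cutoff, the mean activation of all test compounds plus 3 SD, cut at about 18% in these data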
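Replicates: One well per compound, no replicates | System: Human M5 receptor in CHO-K1 cells | Benchmarks: Low control EC20 acetylcholine (0%), high control EC100 acetylcholine (100%) | Probe or stimulus: Acetylcholine, EC20 level | Times: Fluo-8 loading 80 min at 37 °C plus 30 min room temperature | Signal: Intracellular calcium via Fluo-8 fluorescence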
M4 ag = agonists of human muscarinic M4 receptor (CHRM4); P08173; CHO-K1 hM4/Gqi5, Fluo-8 calcium fluorescence; vehicle 0%, full acetylcholine response 100%; activation, % at 3 µM; 0.14% of 360,000 active; AID 624127;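 active means activation above the run mean over all test wells plus 3 SD, cut at about 32% in these data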;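 further: peak over basal fluorescence ratio per well then scaled between controls; 0% = DMSO wells and 100% = acetylcholine at EC100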
CRFR2-BP antag = blocks CRF-induced signaling of the CRF-BP/CRF-R2 complex | HEK293 CRF-R2/CRF-BP, CRF-induced calcium fluorescence | inhibition, % at 11.8 µM | 0.59% of 350,000 active;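 active means inhibition of the ligand-induced calcium signal above about 50% at the single tested concentration, limit read from the data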
M4 PAM = positive allosteric modulators of human muscarinic M4 receptor | 0.4% of 360,000 active | activation, % at 3 µM | CHO-K1 hM4/Gqi5, Fluo-8 calcium fluorescence, ACh EC20; 0% = ACh EC20, 100% = maximal ACh;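 active means activation above its plate's cutoff, the mean activation of sample wells plus 3 SD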; further: some results filed as inactive read as strong as hits
M5 antag = blocks acetylcholine activation of human M5 receptor; CHO-hM5 cells, Fluo-8 calcium fluorescence, ACh EC80; inhibition, % at 3 µM; 0.59% of 360,000 active; AID 624040;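 active means inhibition above a per-plate cutoff, the mean of that plate's test compounds plus 3 SD, cut at about 27% in these data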;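 further: 0% = acetylcholine EC80 with DMSO and 100% = DMSO without agonist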
Active calls of the source: *; . = not tested or not shown.

CRFBP-R2 agonist	CHRM1 PAM	CHRM5 agonist	CHRM4 antagonist	CHRM5 PAM	M4 ag	CRFR2-BP antag	M4 PAM	M5 antag	molecule
-0.7	10	0	0	-1	2	-3	3	3	CCn1ncc(CNC(=O)CCCSc2nc(-c3ccco3)cc(C(F)(F)F)n2)c1C
0.6	10	3	-8	2	0	-1	2	-1	O=c1cc(N2CCN(Cc3ccccc3)CC2)[nH]c(=O)n1-c1ccc(Br)cc1
-3.2	-1	2	-10	1	1	-3	5	-10	CC(=O)C[C@@H](O)CC(=O)[C@@H]1OC(=O)CCCCCc2ccccc21
1.0	12	-3	-1	-4	1	-14	0	8	CCOC(=O)c1sc(NC(=S)NC(=O)c2ccccc2)c(C(=O)OCC)c1C
0.1	10	8	-3	-7	1	-5	9	-2	O=C(NCC(O)c1ccc([N+](=O)[O-])cc1)C1=COCCO1 (stereo not drawn)
1.6	4	1	-24	6	2	10	9	-6	C[C@H]1CN([C@@H](C)CO)S(=O)(=O)c2ccc(Br)cc2O[C@@H]1CN(C)C(=O)c1cccnc1
-12	0	-4	-10	-6	1	22	8	7	O=C(Oc1coc(CSc2nnc(NC(=O)c3cccs3)s2)cc1=O)c1ccccc1
3.0	11	1	-3	9	3	-1	5	0	CC(=O)C1=C(O)CC(C)(C)CC1=NCCc1nc2ccccc2[nH]1
5.2	-3	-1	9	2	2	21	0	13	Cc1cc(C)c(NC(=S)N2CCN(c3ccc([N+](=O)[O-])cn3)CC2)cc1C
.	.	1	5	1	2	.	11	0	CC(C)N1C(=O)c2ccccc2NC(=O)C1C(=O)NCc1ccccc1 (stereo not drawn)
1.6	6	2	-9	-1	1	9	3	7	COc1cccc(N(C(=O)Cn2nnc(-c3ccc(F)cc3)n2)C(C(=O)NCC2CCCO2)c2ccc(Cl)cc2)c1 (stereo not drawn)
-0.7	10	5	-1	10	0	-8	4	-3	O=C(O)c1ccc(N2C(=O)CCCC2=O)cc1
-0.2	-6	-3	-3	-10	2	-13	-5	7	O=C(Cn1c(-c2ccccc2)noc1=O)Nc1ccc(N2CCCCCC2)cc1
-0.1	7	-3	0	0	1	2	-3	1	CS(=O)(=O)N(CC(=O)NC1CC2CCC1C2)c1cccc(C(F)(F)F)c1 (stereo not drawn)
-1.5	10	-4	-6	-1	1	-5	6	20	COc1ccc(Cl)cc1C(=O)NCCCN1CCOCC1
-1.0	-3	3	-8	4	7	-12	-1	-13	Cc1ccc(-c2csc(NC3OC(=O)c4ccccc43)n2)cc1 (stereo not drawn)
3.4	5	0	-1	0	1	-49	3	1	CC(C)N1CCc2c(sc(NC(=O)Cc3ccccc3)c2C(N)=O)C1
-0.4	6	-2	-1	0	0	2	1	0	O=C(Cc1ccc([N+](=O)[O-])cc1)NCc1ccccc1Cl
-1.4	1	-3	-20	2	2	-5	4	4	CCn1ncc(NC(=S)NCCc2ccccc2)c1C(N)=O
-0.2	2	2	-3	0	1	5	3	8	O=C1CC(Cc2ccccc2)C(=O)N1c1ncccn1 (stereo not drawn)
1.7	10	-2	8	9	1	1	15	-4	COc1cccc2c(C)c(C(=O)O)[nH]c12
-2.7	13	1	-7	8	3	0	7	-5	CN1C(=O)[C@H]2[C@@H](C3CC3)N3C(=O)CN(Cc4ccc(-c5ccccc5)cc4)C(=O)[C@@]3(C)[C@H]2C1=O
0.7	0	2	-13	-3	5	13	1	2	Cc1cccc(NC(=O)c2cc(-c3ccco3)nc3ccccc23)n1
-0.8	8	6	11	2	6	5	13	0	COc1ccc(Oc2cn[nH]c2-c2ccc(O)cc2O)cc1
1.7	-6	-10	2	1	1	56*	-8	4	CC(C)OC(=O)c1ccccc1C(=O)c1ccc(N)c([N+](=O)[O-])c1
0.9	-19	3	2	-25	18	-1	-14	13	CC(C)C(=O)NC(c1ccc([N+](=O)[O-])cc1)c1c(O)ccc2ccccc12 (stereo not drawn)
0.5	5	-3	-5	-11	8	-4	-8	1	CC1CC(C)CN(C(=O)COC(=O)c2ccc(S(=O)(=O)N(C)c3ccccc3)cc2)C1 (stereo not drawn)
-0.6	9	-1	3	-3	2	1	-4	4	CCOC(=O)/C(C)=N/NC(=O)c1cccc([N+](=O)[O-])c1
-0.6	7	-1	5	1	0	-3	3	2	CC(=O)Oc1cccc(N2C(=O)c3ccccc3C2=O)c1
-0.2	7	-1	-3	-5	1	-12	8	0	Cc1ccc(C2=Nc3c(ccc4ccccc34)C(c3ccncc3)=NN2)cc1

Part of the list above, with bars between the fields.
mol | CRFBP-R2 agonist | CHRM1 PAM | CHRM5 agonist | CHRM4 antagonist | CHRM5 PAM | M4 ag | CRFR2-BP antag | M4 PAM | M5 antag
COc1ccc(Oc2cn[nH]c2-c2ccc(O)cc2O)cc1 | -0.8 | 8 | 6 | 11 | 2 | 6 | 5 | 13 | 0
CC(C)OC(=O)c1ccccc1C(=O)c1ccc(N)c([N+](=O)[O-])c1 | 1.7 | -6 | -10 | 2 | 1 | 1 | 56* | -8 | 4

(cont.)
CRFBP-R2 agonist	CHRM1 PAM	CHRM5 agonist	CHRM4 antagonist	CHRM5 PAM	M4 ag	CRFR2-BP antag	M4 PAM	M5 antag	molecule
0.5	5	-3	5	-3	2	-1	-2	8	CC1=CC2=NC(=O)CC(C)(C(=O)N(CC(=O)NC3CCCC3)Cc3ccccc3)N2C=C1 (stereo not drawn)
-0.5	6	0	-1	7	1	-4	3	-25	CCN(CC(=O)Nc1cc(Cl)ccc1C)C(=O)CSCc1c(C)noc1C
-1.9	10	2	3	-6	7	-2	7	7	COc1ccccc1CNC(=O)C1CC(c2ccccc2C(F)(F)F)=NO1 (stereo not drawn)
-0.8	7	-4	-8	0	1	12	-1	8	O=C(CSc1nnc(CNC(=O)c2c(F)cccc2Cl)o1)NC1CCCC1
1.3	-24	-7	32*	-14	0	-15	-14	99*	COc1ccccc1C(CNC(=O)c1cccc(S(=O)(=O)Nc2ccc(C)cc2)c1)N(C)C (stereo not drawn)
0.6	-4	1	-7	-8	5	4	1	7	CC(=O)Nc1cccc(NC(=O)c2ccc(C)c([N+](=O)[O-])c2)c1
-0.6	-1	6	-15	-3	4	-36	7	21	CC(=O)NC(Cc1c[nH]c2ccccc12)C(=O)OCC(=O)Nc1ccc2c(c1)OCO2 (stereo not drawn)
0.5	14	3	-7	3	1	-7	7	6	Nc1ccc(CN2CCOCC2)cc1
-1.4	-3	-3	12	4	4	-1	-4	3	O=C(COc1ccc(S(=O)(=O)NCc2ccccc2)cc1Cl)NCc1ccncc1
-1.8	6	-3	-3	4	1	0	8	2	Cc1cc(C(=O)NNC(=O)Cc2ccc(Cl)c(Cl)c2)c(C)o1
-1.8	9	2	6	7	0	10	15	4	CCn1c(CSc2nnc(-c3ccncc3)n2C)nc2cc(C(=O)O)ccc21
0.9	20	-3	-6	9	0	0	17	-10	CN(CCC1CCOCC1)C(=O)CC1C(=O)NCCN1Cc1ccccc1F (stereo not drawn)
0.6	-1	5	-8	-3	8	-4	-14	4	COc1ccccc1CNCc1ccc(OC)c2ccccc12
-0.7	4	1	-8	-1	1	1	7	-6	CCOC(=O)c1cc(NC(=O)N(CC)CC)c(C)nc1C
-0.4	-11	-3	2	-1	0	7	-1	8	N#CCc1c(C#N)c(N)nc(N2CCN(C=O)CC2)c1C#N
-1.2	-2	-4	12	-5	1	4	2	4	COc1cccc(CC2(CO)CCCN(S(=O)(=O)N(C)C)C2)c1 (stereo not drawn)
-3.3	0	-1	3	3	1	43	1	-3	C=CCn1cnc2c(c1=O)c1nc3ccccc3nc1n2/N=C/c1ccccn1
-2.3	0	4	-15	8	2	1	3	-7	COc1ccc(C(=O)N/N=C(\C)CC(=O)Nc2ccc(N(C)C)cc2)c(OC)c1
-2.2	14	1	1	2	0	10	5	-6	CCOC(=O)c1ccc(N/C=C2\CCCCC2=O)cc1
0.1	2	1	8	-4	3	13	4	-3	CCCCCCC(=O)Nc1ccc(C(=O)N2CCCC2)cc1
4.1	0	-7	-9	2	2	-23	-1	4	CC(C)Sc1nc(N)nc(-c2cccs2)c1C#N
0.7	5	0	-7	-4	1	2	2	2	CC(=O)/C(N=Nc1cc2c(cc1[N+](=O)[O-])OCCO2)=C(\C)O
1.6	-7	-9	-6	6	-1	13	9	0	Cc1ccc(OCc2nc(C#N)c(N3CCCC3)o2)cc1
-1.2	-1	1	-4	2	7	1	-2	1	COC(=O)C1(Cc2cc(-c3cccnc3)no2)CCN(C(=O)OC(C)(C)C)CC1
2.5	-5	-1	5	-7	1	-1	0	21	COc1ccc(CCNc2ccc(C(CC(N)=O)NC(=O)Cc3ccc(Br)cc3)cc2[N+](=O)[O-])cc1 (stereo not drawn)
-2.7	12	0	60*	-20	1	-2	-16	13	O=C(Nc1nnc(C23CC4CC(CC(C4)C2)C3)s1)c1ccc(N2C(=O)CCC2=O)cc1
-1.1	6	-3	-13	0	3	1	11	0	O=C(COc1ccc(-c2ccccc2)cc1)N1CCN(C(=O)c2cccnc2)CC1
-5.1	8	-2	3	-1	2	-15	1	6	Cc1ccc(CC(=O)N/N=C/c2ccc3c(c2)OCO3)cc1

By substructure: the entries above containing an aryl methoxy group (10)
CRFBP-R2 agonist	CHRM1 PAM	CHRM5 agonist	CHRM4 antagonist	CHRM5 PAM	M4 ag	CRFR2-BP antag	M4 PAM	M5 antag	molecule
1.6	6	2	-9	-1	1	9	3	7	COc1cccc(N(C(=O)Cn2nnc(-c3ccc(F)cc3)n2)C(C(=O)NCC2CCCO2)c2ccc(Cl)cc2)c1 (stereo not drawn)
-1.5	10	-4	-6	-1	1	-5	6	20	COc1ccc(Cl)cc1C(=O)NCCCN1CCOCC1
1.7	10	-2	8	9	1	1	15	-4	COc1cccc2c(C)c(C(=O)O)[nH]c12
-0.8	8	6	11	2	6	5	13	0	COc1ccc(Oc2cn[nH]c2-c2ccc(O)cc2O)cc1
-1.9	10	2	3	-6	7	-2	7	7	COc1ccccc1CNC(=O)C1CC(c2ccccc2C(F)(F)F)=NO1 (stereo not drawn)
1.3	-24	-7	32*	-14	0	-15	-14	99*	COc1ccccc1C(CNC(=O)c1cccc(S(=O)(=O)Nc2ccc(C)cc2)c1)N(C)C (stereo not drawn)
0.6	-1	5	-8	-3	8	-4	-14	4	COc1ccccc1CNCc1ccc(OC)c2ccccc12
-1.2	-2	-4	12	-5	1	4	2	4	COc1cccc(CC2(CO)CCCN(S(=O)(=O)N(C)C)C2)c1 (stereo not drawn)
-2.3	0	4	-15	8	2	1	3	-7	COc1ccc(C(=O)N/N=C(\C)CC(=O)Nc2ccc(N(C)C)cc2)c(OC)c1
2.5	-5	-1	5	-7	1	-1	0	21	COc1ccc(CCNc2ccc(C(CC(N)=O)NC(=O)Cc3ccc(Br)cc3)cc2[N+](=O)[O-])cc1 (stereo not drawn)

Random draw from the library (roughly 2.6% active in at least one column).
